SENP7 block: SENP7 protease inhibition. Q9BQF6. recombinant SENP7, Z-RLRGG-aminoluciferin luminescence, 40 min. inhibition, % at 5 µM. 330,000 compounds, 1.5% hits. AID 434973;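 active = inhibition above about 50% at the single test dose, limit read from the data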;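 also: plate controls were DMSO with enzyme for no effect and no enzyme buffer wells for full effect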
SENP8 block-1: blocks the human protease SENP8. purified SENP8, Z-RLRGG-aminoluciferin cleavage, luminescence. inhibition, % at 10 µM. 330,000 compounds, 1.2% hits. AID 2540; in the data active = inhibition above about 50%
Target sequence (Q96LD8 whole entry, looked up): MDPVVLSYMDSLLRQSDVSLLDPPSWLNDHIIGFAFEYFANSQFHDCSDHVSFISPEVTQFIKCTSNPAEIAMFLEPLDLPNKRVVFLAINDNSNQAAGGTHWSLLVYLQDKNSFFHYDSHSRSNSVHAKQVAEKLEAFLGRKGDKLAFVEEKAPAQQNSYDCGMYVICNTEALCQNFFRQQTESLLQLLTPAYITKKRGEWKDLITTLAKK
SENP6 block: inhibitors of human SENP6 protease; Recombinant SENP6 catalytic domain, aminoluciferin luminescence; inhibition, % at 10 µM; 330,000 compounds, 1.8% hits;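 active = inhibition above about 50% at the single tested dose, limit read from the data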;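 also: plate controls were DMSO wells with enzyme for no effect and DMSO wells lacking enzyme for full effect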
SENP1 inh: inhibitors of human SENP1 SUMO protease catalytic domain; Q9P0U3; recombinant SENP1 catalytic domain, CyPet-SUMO1-YPet FRET cleavage; 360,000 compounds, 0.21% hits; inhibition, % at 10 µM;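 active = inhibition at least 30% at 10 µM, raw YFP signal under a set limit, fluorescence ratio 0.5 to 1.5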;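 also: 0% = enzyme with DMSO and 100% = no enzyme wells; some results filed as inactive read as strong as hits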
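material = recombinant human SENP1 catalytic domain, His6-tagged | quantity = 20 pM enzyme | reagent = 25 nM SUMO1 FRET substrate | compound dosing = 10 µM single point, 0.5% DMSO | timing = 50 min enzyme reaction, room temperature, light-protected | detection = FRET, CFP and YFP emission | control set = no-enzyme low, enzyme-DMSO high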
Apaf-1 inh: human Apaf-1 inhibition. AID 489030. inhibition, % at 20 µM. O14727. reconstituted apoptosome caspase-3 activity, DEVD-Rh110 fluorescence. 330,000 compounds, 0.71% hits; active = inhibition of at least 40% at 20 µM;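 also: plate controls were DMSO wells for no effect and DEVD-CHO caspase inhibitor wells for full effect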
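System – cell-free apoptosome with Apaf-1, procaspase-3 and caspase-9 · Buffer or medium – pH 7.5 Hepes buffer with CHAPS, BSA, DTT · Also added – cytochrome c with DEVD-Rh110 · Times – 30 min compound preincubation, 50 min activation, room temperature · Technique – Rh110 fluorescence intensity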
PfGluPho inh: PfG6PD (Plasmodium falciparum) enzyme inhibition | 350,000 compounds, 0.78% hits | inhibition, % at 20 µM | PfGluPho enzyme, NADPH resazurin-diaphorase fluorescence;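 active = inhibition reaching at least a set limit at 20 µM in the primary screen, cut at about 59% in these data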;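 also: 0% = DMSO wells with substrate and 100% = DMSO wells lacking glucose-6-phosphate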
SENP8 block-2: inhibitors of human SENP8 protease | inhibition, % at 20 µM | Q96LD8 | 360,000 compounds, 0.64% hits | recombinant SENP8, Nedd8 substrate fluorescence | AID 602440; in the data active = inhibition mostly above about 40%, no sharp cut-off; inactive = mostly below about 27%
NLRP3 yeast inh: blocks the NALP3 inflammasome reconstituted in yeast; inhibition, % at 10 µM; 330,000 compounds, 0.39% hits; Yeast reconstituted NLRP3/ASC/caspase-1, beta-gal luminescence, 24 h;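 active = inhibition of 50% or more; inactive = inhibition below 50%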;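 also: plate controls were induced DMSO wells for no effect and uninduced yeast grown without galactose for full effect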
HKDC1 inh: HKDC1 (human) hexokinase inhibition | Q2TB90 | recombinant HKDC1, G6PDH/diaphorase resazurin coupled fluorescence | inhibition, % at 20 µM | 340,000 compounds, 0.16% hits;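 active = inhibition above about 35% when tested at 20 µM, limit read from the data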;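 also: plate controls were DMSO wells with enzyme for no effect and DMSO wells lacking enzyme for full effect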
Target sequence (Q2TB90 whole entry, looked up): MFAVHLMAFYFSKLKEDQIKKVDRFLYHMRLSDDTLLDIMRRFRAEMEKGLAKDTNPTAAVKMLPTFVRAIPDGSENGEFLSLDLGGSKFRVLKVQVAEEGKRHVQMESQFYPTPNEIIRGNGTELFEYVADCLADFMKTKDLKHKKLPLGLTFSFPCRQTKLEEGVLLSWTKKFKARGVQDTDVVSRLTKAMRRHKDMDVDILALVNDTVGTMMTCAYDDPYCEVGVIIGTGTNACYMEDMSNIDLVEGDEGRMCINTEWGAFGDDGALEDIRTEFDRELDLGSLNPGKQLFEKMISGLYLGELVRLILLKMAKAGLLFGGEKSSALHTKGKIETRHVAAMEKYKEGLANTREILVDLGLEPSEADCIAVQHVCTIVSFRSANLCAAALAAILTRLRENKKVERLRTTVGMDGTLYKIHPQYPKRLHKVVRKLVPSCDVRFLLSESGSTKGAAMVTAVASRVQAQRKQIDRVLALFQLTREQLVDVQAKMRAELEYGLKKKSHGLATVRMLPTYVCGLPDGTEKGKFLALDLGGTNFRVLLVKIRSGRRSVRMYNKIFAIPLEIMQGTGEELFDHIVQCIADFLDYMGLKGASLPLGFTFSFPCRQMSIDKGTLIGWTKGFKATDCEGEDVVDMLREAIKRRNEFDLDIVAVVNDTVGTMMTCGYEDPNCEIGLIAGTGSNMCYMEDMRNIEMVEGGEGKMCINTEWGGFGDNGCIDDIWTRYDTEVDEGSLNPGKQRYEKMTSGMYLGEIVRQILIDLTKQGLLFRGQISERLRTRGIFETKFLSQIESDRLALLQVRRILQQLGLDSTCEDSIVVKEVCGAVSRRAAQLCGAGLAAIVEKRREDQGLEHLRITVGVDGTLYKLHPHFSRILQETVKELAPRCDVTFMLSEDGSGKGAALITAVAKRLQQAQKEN
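Incubation: 90 min at room temperature in dark / Material: recombinant HKDC1 (HK5) hexokinase enzyme, produced in-house / Quantity: enzyme 5 µg/mL final / Compound: one dose of 20 µM, 1% DMSO / Reagent: glucose and ATP substrates / Buffer or medium: Tris pH 8.0 buffer with MgCl2, Tween-20, BSA, BME / Technique: resorufin fluorescence at 613 nm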
* marks the source's active call; other numbers are inactive results; / = no result given.

SMILES | SENP7 block | SENP8 block-1 | PfGluPho inh | NLRP3 yeast inh | SENP1 inh | SENP6 block | Apaf-1 inh | HKDC1 inh | SENP8 block-2
CCOC(=O)CC(NC(=O)c1cccc2c1C(=O)N(Cc1cccnc1)C2)c1ccc(OC(C)C)cc1 (stereo unspecified) | -1 | 5 | 7 | 18 | 1 | -2 | 13 | -10 | -10
O=C(COC(=O)c1c(F)cccc1F)Nc1ccc2[nH]c(=O)[nH]c2c1 | -13 | -9 | 22 | 0 | -29 | -8 | -17 | 3 | -12
O=C(/C=C/c1cccc(C(F)(F)F)c1)Nc1cccc(C(F)(F)F)c1 | -8 | -3 | 24 | -15 | -1 | 0 | 16 | 19 | 9
COc1ccccc1/C=C/C=N/NC(=O)c1cc(-c2ccco2)[nH]n1 | 7 | 6 | 30 | 18 | -13 | -3 | 24 | 2 | -96
Cc1ccc(C(=O)Cn2nnc3ccccc32)cc1C | 7 | -6 | -21 | 27 | 2 | -2 | -20 | -6 | 18
COc1ccc(C(=O)NC2CCCc3ccccc32)cc1 (stereo unspecified) | 0 | -6 | 38 | 21 | 1 | -10 | 5 | 2 | 13
O=C(c1ccc(=O)oc1)N1CCOCC1 | 3 | -1 | 9 | 11 | 2 | -19 | 1 | 9 | -450
CC(C)NC(=O)NC(=O)CSc1ccc(S(=O)(=O)N2CCOCC2)cn1 | -7 | -2 | 5 | 17 | 0 | -10 | -8 | -1 | -3
COc1ccc(S(=O)(=O)N2CCCC2C(=O)NCc2ccccc2Cl)cc1 (stereo unspecified) | 9 | 5 | -4 | 7 | 0 | -3 | -9 | -5 | 9
CCn1c(SCC(=O)N/N=C/c2ccc(C)o2)nnc1-c1ccc(C)cc1 | -6 | -9 | 9 | 11 | -1 | -1 | 11 | -6 | 9
CC1([N+](=O)[O-])COC2(CCCCC2)OC1 | / | / | -3 | / | 0 | / | / | -8 | 6
C=CCSc1nnc(NC(=O)C23CC4CC(CC(NC(C)=O)(C4)C2)C3)s1 | -2 | 6 | 18 | 9 | -2 | 2 | 13 | 1 | 2
Cc1nc2ccc(NC(=O)NCc3ccco3)cc2s1 | -11 | -9 | -5 | -6 | -23 | -14 | -2 | -5 | -23
COc1ccc2[nH]c3c(c2c1)CCN1C(=O)C(CC(=O)NCCN2CCOCC2)C[C@H](C(=O)N2CCOCC2)[C@@]31CCC1CCCC1 (stereo partly specified) | 16 | / | 4 | / | 1 | / | 16 | -7 | 14
Cc1ccc(S(=O)(=O)NCC(=O)OCC(=O)NCc2cccs2)cc1 | 7 | -5 | -5 | 11 | 3 | -7 | 1 | 1 | 12
CCOC(=O)c1cc(CC)sc1/N=C/C1=C(O)CC(C)(C)CC1=O | -3 | -15 | 2 | -18 | -56 | -20 | 13 | -1 | -47
N#C/C(=C\c1ccccc1)C(=O)N1CCN(c2ccccc2F)CC1 | 0 | 7 | -3 | 10 | -1 | -33 | 10 | 4 | 5
CCc1ccc(NC(=O)COC(=O)Cn2cnc3ccccc32)cc1 | -2 | -12 | -4 | 10 | 2 | 3 | 12 | 1 | 7
COc1ccc(C(=O)c2ccccc2O)c(O)c1 | -4 | 8 | 3 | 19 | -3 | -4 | -3 | 8 | 10
NC(=O)c1cccnc1Sc1ccc(Cl)cc1 | -2 | 5 | -12 | 0 | 1 | -9 | -12 | 3 | 6

Other entries.
SMILES | SENP7 block | SENP8 block-1 | PfGluPho inh | NLRP3 yeast inh | SENP1 inh | SENP6 block | Apaf-1 inh | HKDC1 inh | SENP8 block-2
Cc1ccc(-n2nc3c(c2NC(=O)C2CC2)CS(=O)(=O)C3)cc1C | -2 | -4 | 10 | 9 | -1 | -3 | 7 | -4 | 2
O=C(O)CCC(=O)Nc1ccc(Cc2ccc(NC(=O)CCC(=O)O)c(O)c2)cc1O | -7 | -10 | -2 | 1 | 0 | 0 | -1 | -2 | 1
CC(C)c1ccc(NC(=S)NCc2ccc3c(c2)OCO3)cc1 | 12 | 4 | 13 | 29 | 1 | -5 | 5 | 0 | -1
CCOC(=O)c1c(N2C(=O)Nc3ccccc3N2O)n[nH]c1-c1cccc(Cl)c1 | -1 | 6 | -20 | -10 | 2 | 11 | -5 | -1 | -4
COc1ccc(-n2c(SCC(=O)Nc3ccc(NC(C)=O)cc3)nc3c([nH]c4ccccc43)c2=O)cc1OC | -4 | -1 | -5 | 13 | -15 | -4 | 8 | 6 | -23
COC(=O)Cn1cnc2c(nnn2-c2cccc(OC)c2)c1=O | -9 | -5 | 1 | 10 | -1 | -4 | 5 | -2 | 18
CCN(CC)S(=O)(=O)c1ccc2c(c1)N(CC(=O)Nc1ccc(NC(C)=O)cc1)C(=O)CO2 | -5 | 1 | -18 | 5 | 2 | -9 | -5 | 1 | 23
Cc1nn(C)c(C)c1/C=C/C(=O)c1ccccc1 | -1 | -11 | 4 | 34 | 0 | -24 | -1 | -8 | -22
COc1cc(NC(=O)Cc2ccccc2)cc(OC)c1 | 4 | 1 | 5 | 14 | 2 | -13 | 10 | -3 | 20
Cc1ccccc1OCC(=O)Nc1ccccc1N1CCC(C)CC1 | -13 | -10 | -3 | 12 | 1 | -2 | 16 | -1 | 7
COCCSc1nnc(NC(=O)CCS(=O)(=O)Cc2ccccc2)s1 | -9 | 0 | -4 | 8 | -1 | 4 | 3 | -3 | 1
O=C(COC(=O)c1ccc(F)cc1)NC1CC1 | 0 | -19 | -1 | 19 | 3 | -12 | 5 | -6 | 11
CCN(CC(=O)Nc1ccc(Br)cc1)C(=O)Cc1cccc(F)c1 | 3 | 1 | 1 | 14 | -9 | -12 | 5 | -5 | -1
O=C(Nc1ccc(N=Nc2ccccc2)cc1)c1ccc(Cl)cc1Cl | 4 | -1 | -13 | -1 | -1 | -5 | -21 | -7 | 20
CCCc1cc(=O)oc2cc(C)cc(OCc3nn[nH]n3)c12 | 9 | -3 | -19 | 0 | 0 | 21 | -5 | -4 | -473
Cc1cccc(N(CC(=O)NC(C)(C)C)C(=O)CS(=O)CC(=O)Nc2ccc3c(c2)OCO3)c1 (stereo unspecified) | 11 | -1 | -3 | 11 | 0 | -1 | 9 | -2 | 3
Cc1ccc(Sc2cnn(-c3ccccc3)c(=O)c2Cl)cc1 | 4 | -6 | 0 | 15 | 1 | -12 | 20 | 9 | -35
COc1cc([N+](=O)[O-])ccc1NC(=O)Cc1ccc(F)cc1 | 7 | 11 | 12 | 24 | 2 | -2 | 6 | 0 | 4
CCc1ccc(C(=O)COC(=O)c2ccccc2OC)cc1 | 91* | 82* | 26 | 18 | 1 | 89* | -7 | -2 | 6
Nc1nc(SCC(=O)NN(c2ccccc2)c2ccccc2)n[nH]1 | -2 | 2 | -13 | -3 | 2 | 5 | -14 | 7 | 19

Going on with the list.
SMILES | SENP7 block | SENP8 block-1 | PfGluPho inh | NLRP3 yeast inh | SENP1 inh | SENP6 block | Apaf-1 inh | HKDC1 inh | SENP8 block-2
COc1ccc(S(=O)(=O)N2CCCN(Cc3cccc(F)c3)CC2)cc1 | 0 | 0 | 5 | 30 | 1 | -3 | 6 | -2 | 29
CN(C(=O)COC(=O)/C=C/c1ccccc1[N+](=O)[O-])c1ccccc1 | -9 | -4 | -12 | 3 | 1 | -4 | 0 | 0 | 11
CCc1ccc(OC(=O)c2ccn(CC)n2)cc1 | -15 | -6 | -8 | 16 | 4 | 24 | 0 | 0 | 15
COc1ccccc1NC(=O)Cn1c(O)c(N=NC(=O)c2ccccc2O)c2ccccc21 | 1 | 4 | 2 | 43 | 4 | -28 | 8 | 15 | 12
O=C(Nc1nnc(SCc2ccc(Cl)cc2)s1)c1ccco1 | -7 | -9 | -20 | 20 | -2 | -12 | 10 | -1 | -86
Nc1nonc1C(=O)N/N=C/c1cc(Br)ccc1O | 21 | 0 | -32 | 47 | / | 31 | 7 | -20 | /
O=C(CCCN1C(=O)/C(=C/c2ccccc2OC(F)F)SC1=S)Nc1cccnc1 | -13 | -11 | 25 | 24 | 7 | 4 | 20 | 1 | 20
O=[N+]([O-])c1cccc(N=Nc2ccc(O)cc2O)c1 | / | / | -11 | / | 3 | / | / | 7 | 37
COc1nc(C)nc(C)c1Oc1ccc(Cl)cc1Cl | 7 | -3 | 0 | 37 | 1 | -3 | 3 | -4 | 14
CCOC(=O)c1ccc(NC(=O)c2ccc(CO)c(C(=O)NC3CCN(C(=O)OCC)CC3)c2)cc1 | 0 | -3 | -5 | -8 | 0 | -19 | 4 | 0 | 16
CN(C)c1ccc(-c2nnc(-c3ccccc3F)o2)cc1 | 85* | 77* | 13 | 40 | -19 | 87* | 15 | -3 | -393
COc1cc(SC)ccc1C(=O)OC1CCOC1=O (stereo unspecified) | -1 | -7 | 7 | 8 | 1 | -16 | 10 | 2 | 6
CCOC(=O)C1CCN(C(=O)CN(c2ccc(OC)c(OC)c2)S(=O)(=O)c2ccccc2)CC1 | -1 | 2 | -2 | -4 | 3 | 9 | -1 | -8 | 20
N#C/C(=C(/O)CN1CCN(c2ccccc2F)CC1)c1nc(-c2ccccc2)cs1 | -5 | -5 | -22 | 0 | -93 | 2 | 13 | -3 | 10
COc1ccc(-c2nc3scc(-c4ccc(OC)c(OC)c4)c3c(=O)o2)cc1 | 5 | -10 | 11 | 12 | -12 | -4 | -2 | -7 | -207
CC(C)(C)NC(=O)CCN(/N=C/c1ccccc1)C1=NS(=O)(=O)c2ccccc21 | -3 | 5 | -8 | 14 | 1 | -12 | 14 | 3 | -56
COc1cc(CNC(=O)c2cnc(C)cn2)cc(OC)c1 | -12 | -2 | -12 | 9 | 4 | 3 | -2 | -7 | 5
COc1ccc(N(C(=O)C(C)C)S(=O)(=O)c2ccc(Cl)cc2)cc1 | 6 | -1 | -7 | -16 | 4 | -3 | 11 | -2 | 10
COc1cc(NC(=O)Cn2cnc3ccccc3c2=O)c(OC)cc1Cl | 10 | 2 | -14 | -2 | 2 | -4 | 0 | -1 | 8
Cc1cc(Oc2ccc3ccccc3c2)nc(SCC(=O)c2ccccc2)n1 | 9 | -4 | 3 | 11 | 1 | 11 | 16 | -4 | 25
C/C(Cn1nnc2ccccc21)=N\NC(=O)c1cccc(Br)c1 | 3 | -1 | -2 | 11 | 2 | 8 | -7 | -12 | 11
C=C(C)CN1C(=O)C2(OCCO2)c2cc(Br)ccc21 | 1 | 7 | 9 | 21 | 1 | 10 | -17 | -5 | 12
N#Cc1ccsc1NC(=O)COC(=O)c1ccc(NC(N)=O)cc1 | 69* | 73* | 2 | 5 | -2 | 50 | -7 | -2 | -2

Ordered by formula weight (largest number first): 3 of the compounds above
SMILES | SENP7 block | SENP8 block-1 | PfGluPho inh | NLRP3 yeast inh | SENP1 inh | SENP6 block | Apaf-1 inh | HKDC1 inh | SENP8 block-2
N#C/C(=C(/O)CN1CCN(c2ccccc2F)CC1)c1nc(-c2ccccc2)cs1 | -5 | -5 | -22 | 0 | -93 | 2 | 13 | -3 | 10
CC(C)(C)NC(=O)CCN(/N=C/c1ccccc1)C1=NS(=O)(=O)c2ccccc21 | -3 | 5 | -8 | 14 | 1 | -12 | 14 | 3 | -56
O=[N+]([O-])c1cccc(N=Nc2ccc(O)cc2O)c1 | / | / | -11 | / | 3 | / | / | 7 | 37
